# CRFR2-BP ag: agonists of human CRF-binding protein/CRF-R2 receptor complex; HEK293 CRF-R2/CRF-BP, calcium dye fluorescence (FLIPR); percent of saturating CRF peptide response; activation, % at 13.2 µM; 0.46% of 350,000 active; AID 588473;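 active means activation of at least 50%, plus an integration ratio under a set limit after plate pattern correction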;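 further: plate controls were neutral control wells without compound for no effect and CRF at EC100 for full effect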
# M4 PAM: positive allosteric modulators of human muscarinic M4 receptor. P08173. CHO-K1 hM4/Gqi5, Fluo-8 calcium fluorescence, ACh EC20; 0% = ACh EC20, 100% = maximal ACh. activation, % at 3 µM. 0.4% of 360,000 active;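 active means activation above its plate's cutoff, the mean activation of sample wells plus 3 SD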; further: some results filed as inactive read as strong as hits
# Target sequence (P08173 whole entry, looked up): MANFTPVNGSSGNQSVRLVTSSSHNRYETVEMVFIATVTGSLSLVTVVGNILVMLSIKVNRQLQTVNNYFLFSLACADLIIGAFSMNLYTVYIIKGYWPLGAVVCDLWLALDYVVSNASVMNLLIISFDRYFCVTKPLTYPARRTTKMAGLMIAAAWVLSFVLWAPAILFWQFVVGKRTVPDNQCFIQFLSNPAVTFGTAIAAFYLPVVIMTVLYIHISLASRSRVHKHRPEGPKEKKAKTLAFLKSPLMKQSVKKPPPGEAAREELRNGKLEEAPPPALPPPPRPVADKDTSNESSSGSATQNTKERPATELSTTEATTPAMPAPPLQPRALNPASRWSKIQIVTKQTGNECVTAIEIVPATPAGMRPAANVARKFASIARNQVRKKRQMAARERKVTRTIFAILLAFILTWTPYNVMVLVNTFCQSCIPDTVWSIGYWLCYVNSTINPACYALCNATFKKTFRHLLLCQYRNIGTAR
# CRFR2-BP antag: CRF-BP/CRF-R2 complex antagonism. HEK293 CRF-R2/CRF-BP, CRF-induced calcium fluorescence. inhibition, % at 11.8 µM. 0.59% of 350,000 active. AID 588475;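 active means inhibition of the ligand-induced calcium signal above about 50% at the single tested concentration, limit read from the data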
# CHRM5 PAM: potentiates acetylcholine response at human M5 receptor; 0.3% of 360,000 active; P08912; CHO-K1 hM5, Fluo-8 calcium, ACh EC20 PAM; 0% = ACh EC20, 100% = ACh EC100; activation, % at 3 µM;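 active means activation above the run cutoff, the mean activation of all test compounds plus 3 SD, cut at about 18% in these data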
# Target sequence (P08912 whole entry, looked up): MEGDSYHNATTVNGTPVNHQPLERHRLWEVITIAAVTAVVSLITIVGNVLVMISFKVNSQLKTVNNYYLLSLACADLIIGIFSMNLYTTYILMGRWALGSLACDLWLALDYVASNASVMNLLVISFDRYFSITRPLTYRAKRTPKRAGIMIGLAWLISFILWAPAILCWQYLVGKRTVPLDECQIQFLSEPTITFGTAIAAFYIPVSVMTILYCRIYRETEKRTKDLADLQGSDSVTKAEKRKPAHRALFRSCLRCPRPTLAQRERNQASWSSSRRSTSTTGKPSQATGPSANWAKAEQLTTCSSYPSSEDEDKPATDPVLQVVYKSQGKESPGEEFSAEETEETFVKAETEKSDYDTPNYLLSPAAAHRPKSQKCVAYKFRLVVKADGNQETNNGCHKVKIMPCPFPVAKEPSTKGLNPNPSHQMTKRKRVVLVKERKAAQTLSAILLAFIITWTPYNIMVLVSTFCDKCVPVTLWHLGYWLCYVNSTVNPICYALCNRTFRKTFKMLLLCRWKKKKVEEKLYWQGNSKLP
#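 Assay system: CHO-K1 hM5 cells / Incubation: Fluo-8 loading 80 min at 37 °C plus 30 min room temperature / Technique: Fluo-8 calcium dye fluorescence, kinetic read / Repeats: single replicate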
# TAAR1 antag: antagonists of human TAAR1 | 1.5% of 360,000 active | CHO RD-HGA16 TAAR1, Fluo-8 calcium fluorescence, antagonist | Q96RJ0 | inhibition, % at 3 µM;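 active means inhibition above a per-plate cutoff, the mean inhibition of test compounds on that plate plus 3 SD, cut at about 49% in these data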;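 further: 0% = DMSO plus EC80 beta-PEA response and 100% = DMSO alone without agonist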
#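 Test system – hTAAR1-expressing CHO RD-HGA16 cells, Gα16-coupled · Also added – β-PEA at EC80 concentration, post-compound challenge · Compound – 3 µM, single point · Incubation – dye loading 75 min at 37 °C, then 30 min room temperature · Measured by – Fluo-8 intracellular calcium dye fluorescence, real-time kinetic reads · Benchmarks – vehicle and agonist controls · Replicates – singlicate, one well per test compound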
# TAAR1 ag: agonists of human TAAR1; 0.99% of 360,000 active; Q96RJ0; activation, % at 3 µM; CHO RD-HGA16 TAAR1, Fluo-8 calcium fluorescence; vehicle wells 0%, saturating PEA agonist 100%;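 active means activation above the mean activation of all test compounds in the run plus 3 SD, cut at about 38% in these data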
#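 Assay system – CHO-derived RD-HGA16 cells with stable Gα16 and human TAAR1 · Compound dosing – one-point dosing at 3 µM (nominal) · Incubation – 17-24 h seeding, 75 min 37 °C dye, 30 min RT · Measured by – kinetic Fluo-8 calcium fluorescence · Control set – DMSO vehicle as 0%, PEA at EC100 as 100% · Repeats – single well for each compound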
# CHRM5 agonist: CHRM5 agonism in calcium assay. AID 624037. CHO-K1 hM5 cells, Fluo-8 calcium fluorescence; 0% DMSO wells, 100% maximal acetylcholine response. 0.19% of 360,000 active. activation, % at 3 µM. P08912;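 active means activation above the run's mean over test compounds plus 3 SD, cut at about 23% in these data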;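 further: signal is peak over basal fluorescence ratio across the kinetic read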
# M1 PAM parental: nonselective activator or artifact in parental CHO-K1 calcium assay. 0.02% of 360,000 active. activation, % at 3 µM. ATP EC20, Fluo-8 calcium fluorescence; 0% at ATP EC20, 100% at ATP max;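 active means activation above the run cutoff, the mean activation of all test compounds plus 3 SD, cut at about 40% in these data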;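 further: peak over basal fluorescence ratio in a 140 s read after ATP addition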
# CHRM5 antagonist: blocks acetylcholine activation of human M5 receptor; 0.59% of 360,000 active; AID 624040; inhibition, % at 3 µM; P08912; CHO-hM5 cells, Fluo-8 calcium fluorescence, ACh EC80;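 active means inhibition above a per-plate cutoff, the mean of that plate's test compounds plus 3 SD, cut at about 27% in these data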;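 further: 0% = acetylcholine EC80 with DMSO and 100% = DMSO without agonist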
# * hit, by the source's call; / = no result given. Not a hit list, and some 4.2% of all compounds hit somewhere here.
# Sequence of screens: CRFR2-BP ag	M4 PAM	CRFR2-BP antag	CHRM5 PAM	TAAR1 antag	TAAR1 ag	CHRM5 agonist	M1 PAM parental	CHRM5 antagonist
- CN(C)/C=C1\C(=O)N(c2ccc(Cl)c(Cl)c2)CS1(=O)=O
    -0.5	7	0	0	2	1	0	23	0
- O=c1c2ccccc2ncn1-c1cccc([N+](=O)[O-])c1
    -4.9	-11	6	2	-17	0	6	19	7
- O=C(COc1ccc(/C=C\[N+](=O)[O-])cc1)N1CCOCC1
    -0.1	0	5	-4	9	0	3	4	6
- CC(C)(C)NC(=O)NCC1CCCC1NC(=O)NC(C)(C)C (stereo not given)
    -2.7	1	-5	1	-3	-2	-3	20	4
- CC1(C)Cc2ccccc2-c2nnc(-c3ccc4ccccc4n3)n21
    -1.3	8	-6	1	9	0	3	14	4
- O=C(COC(=O)C1CC1)NCCc1ccccc1
    -2.5	-1	-8	1	9	1	-1	12	13
- Cc1ccc(Cl)cc1NC(=O)C1C2CCC(O2)C1C(=O)O (stereo not given)
    0.1	-5	12	0	-15	5	8	13	-2
- COc1ccc(C(Nc2cccc([N+](=O)[O-])c2)P(=O)(OC(C)C)OC(C)C)cc1 (stereo not given)
    0.6	16	-9	9	-5	2	-8	-1	4
- CCOC(=O)CC1COCCN1Cc1cn(C)nc1-c1ccccc1F (stereo not given)
    -0.7	5	7	5	0	3	4	9	6
- CC(C)(C)c1ccc(CC(=O)N2CCC2(C)C(=O)NS(=O)(=O)c2cccc(Cl)c2)cc1 (stereo not given)
    /	4	/	0	-12	8	1	-11	10
- CCOc1ccc(C2c3c(oc4cc(C)c(C)cc4c3=O)C(=O)N2CCCN2CCOCC2)cc1 (stereo not given)
    -3.9	1	2	-4	-15	2	-1	-1	6
- Cc1ccnc(NS(=O)(=O)c2ccc(N=CC3=C(O)CC(C)(C)CC3=O)cc2)n1
    5.2	1	-13	-7	-7	19	4	28	-2
- COc1cc(SC)ccc1C(=O)Nc1nc2ccccc2[nH]1
    0.5	0	12	17	-7	2	-2	2	-16
- CCCCNC(=O)c1cn(C)c2ccc(S(=O)(=O)N3CCCC3)cc2c1=O
    -0.5	-3	-1	-5	-5	2	0	-11	17
- Cc1ccc(NC(=O)N(CCCN2CCOCC2)Cc2cccnc2)cc1C
    -0.5	4	11	-2	-19	0	0	24	3
- CCN(C(=O)Cn1c(=O)oc2ccccc21)c1cccc(C(F)(F)F)c1
    1.8	5	-18	-1	0	11	0	5	3
- COc1ccc(/C=C2\Oc3cc(OCC(=O)N4CC(O)C[C@H]4C(=O)O)ccc3C2=O)c(OC)c1OC (stereo not given in full)
    7.8	2	5	-7	-5	0	2	-6	2
- COc1ccc(NC(=O)N(C)C[C@@H]2OCc3cn(nn3)CCCC(=O)N([C@@H](C)CO)C[C@H]2C)cc1
    0.1	6	5	-4	/	/	0	5	15
- Cc1ccc2nc(-c3cccc(N)c3)[nH]c2c1
    0.9	2	21	-4	8	3	-2	-2	1
- CN(C)S(=O)(=O)c1ccc(C(=O)NCCS(=O)(=O)N2CCN(c3ccc(F)cc3)CC2)cc1
    -1.1	-1	-7	2	-14	7	0	-7	3
- COc1cc(Br)c(CCNC(=O)Cc2ccccc2)cc1OC
    -0.9	4	17	2	7	0	-4	25	-5
- O=C(CNc1ccc(C(F)(F)F)cc1)Nc1cccc(S(=O)(=O)N2CCCC2)c1
    3.5	-2	-9	-4	-6	7	4	2	1
- Cc1ccc(-c2nc3cccnc3s2)cc1NC(=O)c1ccco1
    -0.2	2	-12	3	-14	4	4	10	-4
- CC(C)N(Cc1ccccc1)C(=O)C1CCCN(c2ncnc3c2nc2n3CCCCC2)C1 (stereo not given)
    -0.8	7	-9	2	-23	-1	-1	15	-10
- Cc1ccc(NC(=O)CN(C)C(=O)c2n[nH]c(=O)c3ccccc23)cc1
    0.8	6	6	3	-3	7	-2	12	-14
- CCOC(=O)/C(C#N)=N/Nc1c(C)n(C)n(-c2ccccc2)c1=O
    -3.5	0	10	6	-9	9	-1	12	-2
- Cc1c(CC(=O)NCC(=O)NCC(=O)N[C@@H](Cc2ccccc2)C(=O)O)c(=O)oc2c(C)c(O)ccc12
    /	-1	/	-2	-9	0	3	-12	1
- CCOC(=O)CN1C(=O)C2Cc3ccccc3CN2C1=S (stereo not given)
    0.6	0	13	-1	-4	8	-3	10	-2
- CC(=O)Nc1c(O)n(C)c2ccccc12
    -0.3	7	33	3	6	7	2	6	1
- Cc1cccc(/C=C/C(=O)c2cc(Br)ccc(=O)c2O)c1
    -2.4	11	7	-1	51*	35	0	11	-7

# Some of the entries above in a different format.
mol,CRFR2-BP ag,M4 PAM,CRFR2-BP antag,CHRM5 PAM,TAAR1 antag,TAAR1 ag,CHRM5 agonist,M1 PAM parental,CHRM5 antagonist
O=C(CNc1ccc(C(F)(F)F)cc1)Nc1cccc(S(=O)(=O)N2CCCC2)c1,3.5,-2,-9,-4,-6,7,4,2,1
Cc1ccc(-c2nc3cccnc3s2)cc1NC(=O)c1ccco1,-0.2,2,-12,3,-14,4,4,10,-4

# The list goes on.
# Sequence of screens: CRFR2-BP ag	M4 PAM	CRFR2-BP antag	CHRM5 PAM	TAAR1 antag	TAAR1 ag	CHRM5 agonist	M1 PAM parental	CHRM5 antagonist
- COc1ccccc1N1CCN(C(c2ccc(C)cc2)c2nnnn2C(C)C)CC1 (stereo not given)
    -0.4	1	6	-2	-8	7	-10	17	-3
- Cc1cccc(OCc2nnc(SCC(=O)O)n2-c2ccccc2)c1
    -0.2	-2	-5	-3	-7	9	0	10	5
- O=C(NCC1COc2ccccc2O1)c1cccc(S(=O)(=O)NCc2ccccc2)c1 (stereo not given)
    -0.3	-6	-17	-5	34	10	3	-1	7
- Cn1c(=O)c2c(nc(N3CCNCC3)n2Cc2cccc3ccccc23)n(C)c1=O
    -0.9	2	2	7	/	/	-1	10	-8
- O=C1CC(N2CCN(c3ccccc3)CC2)C(=O)N1c1cccc(Cl)c1 (stereo not given)
    -1.1	0	11	-2	-4	2	4	2	2
- Nc1ccc(S(=O)(=O)N2CCCC2)cc1Cl
    -0.3	-7	-2	0	-14	0	-3	-9	3
- O=C(CC(NS(=O)(=O)c1ccc(Cl)cc1)c1ccco1)NCc1cccnc1 (stereo not given)
    0.9	10	-12	2	7	4	-1	-2	10
- CC(C)NC(=O)N1Cc2cc(C(=O)NCC(F)(F)F)nc(-c3cccc(-c4cc5ccccc5o4)c3)c2[C@@H]1CCO
    /	1	/	-8	52*	7	2	5	4
- Cc1ccc(C(=O)O)cc1N=Cc1cc(Br)cc(Br)c1O
    37	-4	-3	-4	/	/	1	18	13
- Cc1cccc(N(CC(=O)NC2CCCCC2)C(=O)CCC(=O)Nc2nccs2)c1
    -0.2	1	-3	6	1	1	-2	19	2
- CCN(CC)CCCNC(CC(=O)Nc1cccc([N+](=O)[O-])c1)C(=O)O (stereo not given)
    0.2	-1	0	-2	10	0	-2	16	-3
- O=C(CN1CCN(S(=O)(=O)c2ccccc2)CC1)Nc1ccccc1C(=O)c1ccccc1
    0.5	-11	9	-11	11	0	-4	9	4
- COc1cc(C2C(C(=O)c3ccc(C)o3)=C(O)C(=O)N2c2cc(C)on2)cc(OC)c1OC (stereo not given)
    -0.5	11	7	3	23	0	2	24	-2
- CCOC(=O)C1CCN(C(=O)C(CCSC)NC(=O)COc2ccccc2)CC1 (stereo not given)
    1.5	9	6	0	0	3	0	17	3
- COc1ccc(NS(=O)(=O)c2cccc(C(=O)N/N=C/c3ccccn3)c2)cc1
    -5.5	-1	-4	2	-6	1	1	19	7
- CC1(C(=O)NCCc2ccccc2)Cc2c(-c3ccc4c(c3)OCO4)ccnc2O1 (stereo not given)
    /	-6	/	2	-25	1	-3	1	-2
- Nc1[nH]n2c(=O)c3c(nc2c1N=Nc1ccc(Cl)cc1)CCCC3
    -2.2	9	1	1	7	9	-1	12	0
- C[C@H](NC(=O)c1nc[nH]c1C(=O)NCC(=O)OC(C)(C)C)c1ccccc1
    -3.4	0	5	4	-2	5	1	-3	5
- COc1ccc2cc(/C=N/NC(=O)CN(c3ccccc3C)S(=O)(=O)c3ccccc3)c(Cl)nc2c1
    4.0	5	-2	-10	4	0	-2	14	8
- CCOC(=O)CSc1nc2sc3c(c2c(=O)[nH]1)CC(C)(CC)OC3 (stereo not given)
    -1.0	5	7	-10	-6	2	-3	11	15
- Cc1ccc(NC(=O)CN(C)C(=O)CSc2n[nH]c(N)n2)cc1
    -1.7	0	4	7	-12	8	3	-14	-4
- O=S(=O)(NC1CC1)c1ccc(S(=O)(=O)N2CCCc3ccccc32)cc1
    -2.4	-9	-6	-24	43	4	3	1	14
- COC(=O)C1=CN(Cc2ccc(C)cc2)C=C(C(=O)OC)C1c1ccc(F)c(F)c1
    -0.6	1	12	-8	5	0	-2	1	14

# Gathered by group, those above containing a Cl atom.
# Sequence of screens: CRFR2-BP ag	M4 PAM	CRFR2-BP antag	CHRM5 PAM	TAAR1 antag	TAAR1 ag	CHRM5 agonist	M1 PAM parental	CHRM5 antagonist
- CN(C)/C=C1\C(=O)N(c2ccc(Cl)c(Cl)c2)CS1(=O)=O
    -0.5	7	0	0	2	1	0	23	0
- Cc1ccc(Cl)cc1NC(=O)C1C2CCC(O2)C1C(=O)O (stereo not given)
    0.1	-5	12	0	-15	5	8	13	-2
- CC(C)(C)c1ccc(CC(=O)N2CCC2(C)C(=O)NS(=O)(=O)c2cccc(Cl)c2)cc1 (stereo not given)
    /	4	/	0	-12	8	1	-11	10
- O=C1CC(N2CCN(c3ccccc3)CC2)C(=O)N1c1cccc(Cl)c1 (stereo not given)
    -1.1	0	11	-2	-4	2	4	2	2
- Nc1ccc(S(=O)(=O)N2CCCC2)cc1Cl
    -0.3	-7	-2	0	-14	0	-3	-9	3
- O=C(CC(NS(=O)(=O)c1ccc(Cl)cc1)c1ccco1)NCc1cccnc1 (stereo not given)
    0.9	10	-12	2	7	4	-1	-2	10
- Nc1[nH]n2c(=O)c3c(nc2c1N=Nc1ccc(Cl)cc1)CCCC3
    -2.2	9	1	1	7	9	-1	12	0
- COc1ccc2cc(/C=N/NC(=O)CN(c3ccccc3C)S(=O)(=O)c3ccccc3)c(Cl)nc2c1
    4.0	5	-2	-10	4	0	-2	14	8

# High-throughput results from PubChem.
